S100A4 MyoIIA – S100A4-myosin IIA interaction inhibition; S100A4/TAMRA-MyoIIA peptide fluorescence polarization; inhibition, % at 10.7 µM; 360,000 tested, 0.14% active; AID 652163;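 active = mean inhibition of at least 70% across replicates, with every replicate also reaching that level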
Target sequence (P26447 whole entry, looked up): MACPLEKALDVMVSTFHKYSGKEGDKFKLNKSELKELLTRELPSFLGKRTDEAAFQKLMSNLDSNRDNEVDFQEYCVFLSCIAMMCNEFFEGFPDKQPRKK
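assay system = human S100A4 monomer with TAMRA-labelled myosin IIA peptide | also added = labelled myosin peptide probe, 5 nM | incubation = 5 min between mix addition and reading | control set = DMSO and TFP controls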
SIRT5 block – sirtuin-5 (human) deacylase inhibition; inhibition, % at 15 µM; AID 652115; Q9NXA8; Purified SirT5, succinyl-peptide AMC, trypsin-coupled fluorescence; 330,000 tested, 1.1% active; in the data active = inhibition above about 15%
LGR2 antag – blocks bursicon-induced cAMP signaling via Drosophila LGR2; HEK293 LGR2, CRE-luciferase, bursicon-stimulated, 4 h; inhibition, % at 9.99 µM; 380,000 tested, 0.35% active; AID 720647;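 active = drop in luminescence signal, shown as inhibition above about 50% in the replicate tests, limit read from the data, passing the limit was not always enough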;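 note: agonist challenge used bursicon conditioned medium at about half maximal strength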
PGC1a acetyl inh – modulators of PGC1a acetylation. U2OS PGC1a acetylation, AlphaScreen anti-acetyl-lysine; with virally co-expressed GCN5 acetyltransferase. inhibition, % at 15.6 µM. 350,000 tested, 0.17% active;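 active = every replicate shows inhibition of at least 40%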;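 note: 0% = neutral control wells and 100% = positive control wells; some results beyond the cut were filed as inactive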
Statin myotox sup – protects C2C12 myotubes from simvastatin toxicity | ATP luminescence, 48 h; scaled: DMSO 0, geranylgeraniol control 100 | rescue of ATP level, % at 7.49 µM | 330,000 tested, 0.78% active;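 active = mean ATP rescue above about 67%, or every replicate alone reaching that limit, limit read from the data, passing the limit was not always enough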;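 note: myotubes were challenged with 10 µM simvastatin during compound exposure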
ERAP1 inh – inhibitors of human ERAP1 aminopeptidase; Q9NZ08; recombinant ERAP1, Leu-AMC fluorescence, 60 min; inhibition, % at 10.7 µM; 340,000 tested, 0.15% active;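 active = mean replicate inhibition of at least 30%, or all replicates individually reaching that 30% level; inactive = mean below 30% and not every replicate reaching it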;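 note: 0% = neutral control wells and 100% = L-leucinethiol positive control wells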
Target sequence (Q9NZ08 whole entry, looked up): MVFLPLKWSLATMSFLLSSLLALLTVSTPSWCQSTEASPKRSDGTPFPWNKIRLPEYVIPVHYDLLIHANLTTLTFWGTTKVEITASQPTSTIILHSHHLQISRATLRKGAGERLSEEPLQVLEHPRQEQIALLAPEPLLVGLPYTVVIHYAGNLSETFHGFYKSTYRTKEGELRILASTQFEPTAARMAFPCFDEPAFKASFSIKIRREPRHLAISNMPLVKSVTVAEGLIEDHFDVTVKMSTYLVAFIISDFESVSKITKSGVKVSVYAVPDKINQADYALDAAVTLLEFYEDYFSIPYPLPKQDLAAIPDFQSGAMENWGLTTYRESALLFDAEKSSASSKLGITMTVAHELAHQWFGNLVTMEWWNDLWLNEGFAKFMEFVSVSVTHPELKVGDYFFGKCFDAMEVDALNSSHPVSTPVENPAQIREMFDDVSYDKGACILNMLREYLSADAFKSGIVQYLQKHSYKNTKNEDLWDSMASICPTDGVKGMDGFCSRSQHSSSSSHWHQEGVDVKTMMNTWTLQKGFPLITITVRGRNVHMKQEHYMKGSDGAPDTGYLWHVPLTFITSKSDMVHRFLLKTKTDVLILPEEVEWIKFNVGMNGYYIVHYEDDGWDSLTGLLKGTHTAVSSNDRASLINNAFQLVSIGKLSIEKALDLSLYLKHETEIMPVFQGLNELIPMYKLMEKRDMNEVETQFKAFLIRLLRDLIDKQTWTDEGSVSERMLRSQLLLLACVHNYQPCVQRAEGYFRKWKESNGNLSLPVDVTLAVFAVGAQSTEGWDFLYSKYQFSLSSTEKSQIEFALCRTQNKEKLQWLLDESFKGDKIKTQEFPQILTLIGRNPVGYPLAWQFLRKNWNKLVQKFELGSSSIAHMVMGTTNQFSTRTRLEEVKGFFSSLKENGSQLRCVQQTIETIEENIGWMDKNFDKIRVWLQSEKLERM
Cneo AK release – causes C. neoformans cell lysis; adenylate kinase release luminescence, 4 h; normalised: neutral wells 0, clomiphene wells 100; lysis activity, % at 15 µM; 360,000 tested, 0.2% active; AID 651654;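 active = mean lysis activity across replicates of at least 80%, whatever share of replicates individually reach that level; inactive = mean lysis activity below 80%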
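Material – Cryptococcus neoformans yeast cells · Quantity – 5 × 10^6 yeast cells/mL · Buffer or medium – YPD medium · Compound – single dose · Timing – 4 h static compound exposure, 37 °C, read 1 h post-reagent · Signal – adenylate kinase release luminescence · Read-out basis – lysis from increased AK signal · Benchmarks – Clomiphene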
Xi reactivation – reactivates the inactive X chromosome in mouse fibroblasts; XiGFP mouse fibroblasts, % GFP-positive cells imaging, 3 d; cells co-treated with 5-aza-dC sensitizer; scaled so ellipticine positive control = 100%; activation, % at 7.58 µM; 360,000 tested, 0.055% active; AID 743238;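 active = mean normalized replicate activation at least 10% and every replicate at or above 10%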;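 note: 0% = median of on-plate neutral control wells and 100% = ellipticine 6 µM median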
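Material: SV40-immortalized XiGFP fibroblast cells, line 68-5-11 | Buffer or medium: DMEM containing 5-aza-dC | Dosing: One concentration, pinned | Times: 3 d treatment, 15 min room-temperature fixation | Controls: Ellipticine 6 µM positive control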
Active calls of the source: *; x = not tested or not shown.

Below each SMILES – Xi reactivation, PGC1a acetyl inh, S100A4 MyoIIA, SIRT5 block, LGR2 antag, ERAP1 inh, Cneo AK release, Statin myotox sup
- COc1ccc(NC(=O)COc2ccccc2)cc1NC(=O)c1ccco1
→ 0.2, -10, -4, -2, 3, 11, 0, -9
- CN(C)C(=O)[C@@H]1[C@@H](CO)[C@@H]2Cn3c(ccc(C4=CCCC4)c3=O)[C@H]1N2C
→ 0.0, x, 2, -13, 14, 0, -2, 15
- CC(C)CC1C(=O)N(Cc2cn(Cc3ccco3)nn2)CCS(=O)(=O)N1Cc1ccc(-c2ccc(F)nc2)cc1 (stereo unspecified)
→ 0.6, x, -2, -6, 4, -1, 2, -5
- CC(C)NC(=O)CC(=O)NN=C1CCCCC1
→ -0.1, 3, -1, 1, x, 0, x, x
- COc1ccccc1C(=O)C1CCCN(C(=O)c2cnn(C(C)C)c2)C1 (stereo unspecified)
→ 0.0, -4, 3, 0, 0, 5, 4, -4
- C[C@H](CO)N1C[C@H](C)[C@@H](CN(C)C(=O)Nc2cccc3ccccc23)Oc2c(NC(=O)C3CCCCC3)cccc2C1=O
→ 0.1, 1, -2, -3, 27, 1, -2, -2
- NC(=O)CC(NC(=O)Cc1ccc(Br)cc1)c1ccc(NC2CCCCCC2)c([N+](=O)[O-])c1 (stereo unspecified)
→ 0.0, x, 1, 0, -13, 1, 2, -1
- CCCC#Cc1cnc2c(c1)C(=O)N([C@@H](C)CO)C[C@H](C)[C@H](CN(C)C(=O)c1cccc(F)c1)O2
→ 0.5, 6, -35, -3, 0, 3, -1, 17
- C[C@@H]1CN([C@@H](C)CO)C(=O)Cc2cc(NC(=O)C3CCCCC3)ccc2O[C@@H]1CN(C)Cc1ccc(C(F)(F)F)cc1
→ -1.0, -17, -8, 9, 3, 1, 2, 4
- CCOc1ccc(NC(=O)CCn2c(=S)oc3ccccc32)cc1
→ 0.1, -5, -2, -2, -7, 3, 0, 8
- CCCNC(=O)Nc1ccc2c(c1)C(=O)N(C)[C@@H]1CC[C@H](CC(=O)OC)O[C@H]1CO2
→ 0.1, 4, -3, 6, -4, -2, -6, 6
- CCc1nnc(NC(=O)[C@@H](NC(=O)c2cccc(C)c2)C(C)C)s1
→ 0.0, x, -2, x, 12, -2, x, x
- COCC(=O)Nc1ccc2c(c1)OC[C@H](C)N(CC1CCCCC1)C[C@@H](C)[C@H](OC)CN(C)C2=O
→ -0.4, -25, 8, 0, 12, -2, -12, -4
- Cc1ccnc(NC(=O)CCC(=O)N(CC(=O)NC2CCCCC2)c2cccc(C)c2C)c1
→ x, 6, x, x, 24, x, 1, -4
- Cc1csc2ncc(C(=O)N3c4ccccc4CC3C)c(=O)n12 (stereo unspecified)
→ 0.3, -2, -2, 16*, x, 0, -3, -3
- Cc1ccc(C(=O)NCCSc2c(C)[nH]c3ccccc23)cc1[N+](=O)[O-]
→ -0.1, -37, -3, 1, 11, 7, 0, 9
- Cc1ccc(/C=C2\SC(=S)N(CCCC(=O)Nc3cc(C)on3)C2=O)cc1
→ 0.2, -3, -4, -1, 14, -1, -1, x
- Cc1ccc(S(=O)(=O)N2CCN(S(=O)(=O)c3c(C)n[nH]c3C)CC2)cc1C
→ 0.0, 5, -2, -1, 7, 2, -1, 3
- Nn1c(SCC(=O)Nc2ccc(S(N)(=O)=O)cc2)nnc1C(F)(F)F
→ -0.1, -2, -5, -1, -4, -1, 1, -1
- CC(C)c1ccc(O)c(NC(=S)NC(=O)c2cccnc2)c1
→ -0.8, -2, 2, -3, 10, 0, x, x
- Cc1cc(C)n(C(=O)c2cccc([N+](=O)[O-])c2C)n1
→ 0.0, -3, -2, 34*, x, 0, 0, 13
- Cc1ccc(S(=O)(=O)N2C[C@H]3C(=O)C[C@@H](c4ccccc4)N(S(=O)(=O)c4ccccc4C)[C@H]3C[C@H]2c2ccccc2)cc1
→ 0.2, -19, -3, -3, x, 0, -3, -1
- CC1CCCN(S(=O)(=O)c2ccc3c(c2)OCCO3)C1 (stereo unspecified)
→ 0.0, -38, -3, x, -5, 2, 3, -3
- O=C1CCN(Cc2ccccc2)C(=O)N1c1ccccc1
→ 0.0, -22, 1, -3, x, -4, -2, 9
- Cc1cccc(/C=N\N=C\c2cccc(C)c2)c1
→ 1.0, 6, -3, -2, -79, -2, -3, 2
- COCC(=O)N1[C@H](CO)[C@H](c2ccccc2-c2cccc(F)c2)[C@@H]1C#N
→ 0.0, 0, 3, 7, 13, 4, x, x
- C[C@H](CO)N1C[C@H](C)[C@@H](CN(C)Cc2ccc3c(c2)OCO3)Oc2ccc(NC(=O)CCCCCC(=O)Nc3ccccc3N)cc2C1=O
→ 0.1, 1, 3, 6, 13, -2, x, x
- COc1cccc(-c2noc(CCC(=O)N3CCN(c4cc(C)ccc4C)CC3)n2)c1
→ 0.0, 5, -2, 2, -4, -5, 9, -9
- CN(C)c1ccc(/C=N/NC(=O)c2ccc(CN3CCOCC3)cc2)cc1Br
→ 0.1, -10, -1, 4, -2, 10, x, x
- C[C@@H]1[C@H]2CCCC[C@H]2CN(C(=O)OC(C)(C)C)[C@@H]1c1cn(Cc2ccccc2)c2ccc(F)cc12
→ 0.0, -8, 1, x, 0, x, 1, 6
- CCCN1C[C@H](C)[C@@H](OC)CN(C)C(=O)c2ccc(NC(=O)CC)cc2OC[C@H]1C
→ 0.6, -5, x, x, -2, x, x, -1
- COCCNC(=O)c1ccc(-c2cn[nH]c2)c2ccoc12
→ 0.0, 8, 0, -4, -15, 1, -1, 1
- C=C1C(=O)[C@]23C[C@H]1CCC2[C@@]1(C)C(C[C@@H]3O)[C@](C)(C(=O)OC)CC[C@@H]1OC(C)=O (stereo partly specified)
→ -0.1, 103*, 6, 6, 92*, 6, -2, -294
- COc1cc(NC(=O)c2ccc(-c3ccc(Br)cc3)o2)ccc1NC(=O)C(C)C
→ x, -8, x, x, -19, x, -3, -38
- C=CC[C@H](CC(=O)N(CCO)Cc1ccccc1)C(=O)N[C@@H](COC(=O)[C@H](CC=C)CC(=O)OC(C)(C)C)Cc1c[nH]c2ccccc12
→ 0.0, x, 1, 27*, 26, 0, 3, 17
- CN(Cc1ccccc1)C(=O)COC(=O)c1ccccc1NS(=O)(=O)c1cccc(N)c1
→ 0.0, x, -8, -4, -3, -5, x, x
- C[C@@H]1CN([C@H](C)CO)C(=O)c2cccc(NC(=O)c3cnccn3)c2O[C@@H]1CN(C)Cc1ccc(C(F)(F)F)cc1
→ 0.1, -5, -6, 1, 1, -1, 25, -27
- CS(=O)(=O)N1[C@H](C#N)[C@@H](c2ccccc2)[C@@H]1CO
→ 0.2, 2, -7, 1, 3, 0, -1, -17
- Cc1ccc(N(C(=O)C2CCCO2)C2C=CS(=O)(=O)C2)cc1Cl (stereo unspecified)
→ x, 7, -6, -4, -3, -2, 0, 4
- COCC#Cc1cnc2c(c1)C(=O)N([C@@H](C)CO)C[C@H](C)[C@H](CN(C)Cc1ccc(F)cc1)O2
→ -0.9, 4, -5, 3, 7, 4, 0, 9
- O=C(CC1=NCCNC(c2ccccc2)C1)c1ccccc1O (stereo unspecified)
→ x, -11, -2, -1, -34, 1, 2, 6
- Cc1cccc(NS(=O)(=O)c2cccc(C(=O)N3CCN(c4ccccn4)CC3)c2)c1
→ 0.2, -8, 11, -2, -13, 3, 0, 18
- Cc1nc2ccccn2c1/C(O)=C1\C(=O)C(=O)N(CCN(C)C)C1c1ccco1 (stereo unspecified)
→ 0.4, x, -2, -1, -5, 3, x, x
- Cc1ccnc2nc(C(=O)OCC(=O)Nc3ccccc3C(C)(C)C)nn12
→ 0.0, x, -7, 4, 37, -2, 3, 3
- COc1ccc(N2CCN(C3CCCN(C(=O)c4ccoc4)C3)CC2)cc1 (stereo unspecified)
→ 0.0, 12, 1, -1, 0, -1, 3, 1
- Cc1nccn1CCOc1ccc(Cl)cc1
→ 0.0, 2, 1, -9, -1, -1, -5, -8
- Cc1ccsc1C(=O)N1CCCC(CCC(=O)N2CCN(c3ccccn3)CC2)C1 (stereo unspecified)
→ 0.1, -27, -1, 10, 7, -3, 2, -2
- O=C(NN1C(=O)C2C3C=CC(C3)C2C1=O)C(O)c1ccccc1 (stereo unspecified)
→ 0.0, -7, -2, -3, 7, 0, x, x
- O=C1O[C@@H](c2ccccc2)[C@@H](c2ccccc2)N2[C@@H](c3ccccc3OCCO)[C@]3(C(=O)Nc4ccccc43)[C@@H](C(=O)N3CCCCCCC3)[C@H]12
→ x, -40, 1, -3, x, 0, 15, x
- CCc1noc(C)c1C(=O)Nc1nc(-c2ccccc2)c(C(C)=O)s1
→ 0.1, x, -3, 4, -6, 2, 0, -12
- C[C@H]1CN([C@@H](C)CO)S(=O)(=O)c2ccc(-c3cncnc3)cc2O[C@@H]1CN(C)C(=O)Cc1ccncc1
→ -0.4, 3, 24, 1, -19, 1, 1, -23
- O=C(NCC1CC1)[C@@H]1[C@@H](CO)[C@@H]2Cn3c(ccc(-c4ccccc4)c3=O)[C@H]1N2C(=O)C1CC1
→ 0.3, x, 5, -28, -9, 2, 51, 7
- COc1ccc(S(=O)(=O)Nc2ccc3c(c2)C(=O)N([C@H](C)CO)C[C@@H](C)[C@@H](CN(C)CC2CCCCC2)O3)cc1
→ -1.1, 1, 27, 5, 10, 3, 0, 0
- CCCCCN(C(=O)NC(=O)Nc1ccc(C)cc1)S(=O)(=O)c1ccccc1
→ -0.1, x, -1, -1, -4, -1, x, x
- COc1ccc(CCNC(=O)Cn2cc(C(F)(F)F)cc(Cl)c2=O)cc1OC
→ 0.0, x, 2, -1, x, 3, x, x
- CCc1cc2c(SCC(=O)N(CC)c3c(N)n(Cc4ccccc4)c(=O)[nH]c3=O)ncnc2s1
→ -0.6, x, -3, 0, -1, 3, x, x
- Cc1cc2nc(-c3ccc(=O)[nH]c3)n(C)c2cc1C
→ 0.0, 4, 0, 0, -7, 2, 1, 1
- COc1cc(/C=N/NC(=S)NC2CC3C=CC2C3)cc(OC)c1OC (stereo unspecified)
→ 0.1, -12, -3, -4, x, -3, 18, x
- OC[C@@H]1CN(Cc2ccc3c(c2)OCO3)C[C@H](n2cnc3c(NCc4ccncc4)ncnc32)O1
→ 0.0, 1, 0, x, 3, -2, -1, 1
- N#C[C@@H]1[C@@H](c2ccc(C#CC3CCCCC3)cc2)[C@@H](CO)N1C(=O)Cc1ccccn1
→ 0.2, 6, -41, 2, 25, -2, -2, 46
- O=C(N[C@H]1CC[C@@H](CCNC(=O)C2CCC2)O[C@H]1CO)c1ccccn1
→ 0.3, -2, 14, 8, -9, -1, -1, -3
- COc1ccc(OC)c(S(=O)(=O)N2CCN(c3ncccn3)CC2)c1
→ 0.4, x, -7, -6, 2, -2, -1, -7
- C[C@H]1CN([C@@H](C)CO)C(=O)c2cc(NC(=O)CCCN(C)C)ccc2O[C@H]1CN(C)S(=O)(=O)c1ccccc1
→ -0.1, -7, 4, 0, -5, -6, 1, -22

In a second layout: entries from further up.
> Cc1ccnc2nc(C(=O)OCC(=O)Nc3ccccc3C(C)(C)C)nn12
  Xi reactivation: 0.0	PGC1a acetyl inh: x	S100A4 MyoIIA: -7	SIRT5 block: 4	LGR2 antag: 37	ERAP1 inh: -2	Cneo AK release: 3	Statin myotox sup: 3

> COc1ccc(N2CCN(C3CCCN(C(=O)c4ccoc4)C3)CC2)cc1 (stereo unspecified)
  Xi reactivation: 0.0	PGC1a acetyl inh: 12	S100A4 MyoIIA: 1	SIRT5 block: -1	LGR2 antag: 0	ERAP1 inh: -1	Cneo AK release: 3	Statin myotox sup: 1

> Cc1nccn1CCOc1ccc(Cl)cc1
  Xi reactivation: 0.0	PGC1a acetyl inh: 2	S100A4 MyoIIA: 1	SIRT5 block: -9	LGR2 antag: -1	ERAP1 inh: -1	Cneo AK release: -5	Statin myotox sup: -8

These rows are one share of the data; the hit share may differ from the screen's.
